Source: PubChem BioAssay (National Center for Advancing Translational Sciences (NCATS))
MCF10A rereplic: DNA re-replication induction in MCF 10a cells | MCF 10A DNA re-replication, Hoechst nuclear intensity, 48 h | Potency, µM (doses to about 46.1 µM), without a hit: top-dose activity, positive = re-replication, hits mostly activators | 2.9% of 350,000 active | AID 624296; note: % of control where 0% means no effect; nearly all actives have a fitted effect of over 50% in size
ATXN viability: cell viability loss in ATXN counter-screen; S2 cells (HEK-293 line with an ATXN2-luciferase reporter) viability, CellTiter-Fluor protease fluorescence, 24 h; Potency, µM (highest dose often 56.7 µM), usual class: cytotoxic; 0.49% of 400,000 active; AID 651635; note: nearly all actives have a fitted effect of over 40% in size
TGFb inhibitor: TGF-b pathway inhibition. HepG2 CAGA-GFP TGF-b/SMAD3 reporter, GFP fluorescence, 18 h; TGF-beta stimulated, 500 pg/mL final. Potency, µM (titrated, usually from 46.1 µM), without a hit: top-dose activity, negative = inhibition, actives largely listed as inhibitors. 1.2% of 410,000 active. AID 588855; note: % is set by controls: 0 for no effect and ±100 for the full control effect; nearly all actives have a fitted effect of over 65% in size
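HEPG2 CAGA-GFP, 1000 cells/well; 2 h settle, 37 C; cpd via pin tool; TGF-b 500 pg/mL final; 18 h, 37 C; GFP imaging ex488/em500-530; %Activity normalised to -TGF-b and +DMSO controls; CRC fit, curve class.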
EPAC2 antag: antagonists of human EPAC2 | 0.18% of 360,000 active | Potency, µM (series often up to 114 µM), for the others: top-dose activity, negative = inhibition, hits mostly inhibitors | EPAC2 GEF exchange of Rap1B-BODIPY-GDP, fluorescence | Q8WZA2 | AID 720708; note: % is set by controls: 0 for no effect and ±100 for the full control effect; nearly all actives have a fitted effect of over 45% in size; many of its hits are not listed in these tables
Target sequence (Q8WZA2 whole entry, looked up): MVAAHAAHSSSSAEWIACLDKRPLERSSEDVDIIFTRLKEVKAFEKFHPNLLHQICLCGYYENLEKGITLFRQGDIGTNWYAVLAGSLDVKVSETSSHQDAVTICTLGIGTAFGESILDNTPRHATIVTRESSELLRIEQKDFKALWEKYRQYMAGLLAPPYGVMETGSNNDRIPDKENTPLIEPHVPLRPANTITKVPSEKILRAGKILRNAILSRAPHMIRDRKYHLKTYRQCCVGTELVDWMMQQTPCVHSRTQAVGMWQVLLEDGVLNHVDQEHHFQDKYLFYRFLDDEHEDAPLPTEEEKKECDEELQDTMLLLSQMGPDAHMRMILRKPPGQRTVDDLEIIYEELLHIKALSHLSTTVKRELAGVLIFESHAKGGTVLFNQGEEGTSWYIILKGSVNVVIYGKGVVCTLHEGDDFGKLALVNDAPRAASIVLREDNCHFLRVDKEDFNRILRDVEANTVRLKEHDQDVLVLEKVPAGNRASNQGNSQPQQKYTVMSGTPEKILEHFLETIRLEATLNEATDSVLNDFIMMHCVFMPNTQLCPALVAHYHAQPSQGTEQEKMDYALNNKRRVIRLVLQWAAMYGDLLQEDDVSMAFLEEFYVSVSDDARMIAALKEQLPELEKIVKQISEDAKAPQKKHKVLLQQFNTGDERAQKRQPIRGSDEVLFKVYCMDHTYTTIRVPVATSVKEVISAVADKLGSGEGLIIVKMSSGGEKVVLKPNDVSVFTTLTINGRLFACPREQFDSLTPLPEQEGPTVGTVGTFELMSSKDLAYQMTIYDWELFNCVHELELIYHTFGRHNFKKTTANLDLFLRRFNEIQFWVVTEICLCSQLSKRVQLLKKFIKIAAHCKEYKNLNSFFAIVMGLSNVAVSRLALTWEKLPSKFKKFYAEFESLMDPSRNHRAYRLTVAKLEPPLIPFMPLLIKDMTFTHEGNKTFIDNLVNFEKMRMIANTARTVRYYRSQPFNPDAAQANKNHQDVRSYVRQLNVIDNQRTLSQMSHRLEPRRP
ATXN2 expr inh: ATXN2 expression inhibition. 0.72% of 360,000 active. Potency, µM (doses to about 57 µM), inactives show at the highest dose activity change, negative = inhibition, hits mostly inhibitors. HEK-293 ATXN2-luciferase reporter, luminescence, 24 h; note: % is set by controls: 0 for no effect and ±100 for the full control effect; nearly all actives have a fitted effect of over 55% in size
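ATXN2-luciferase reporter cells (luciferase flanked by upstream and downstream ATXN2 gene portions) were treated 24 h at 37 °C with compounds at up to 57 uM. SteadyGlo luminescence gave expression; GF-AFC fluorescence gave viability.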
Nrf2 ARE act: activators of Nrf2 (ARE) signaling; AREc32 ARE-luciferase reporter (MCF7-derived line), luminescence, 24 h; Potency, µM (doses to about 46.1 µM), for inactives: top-dose activation, usual class: activators; 0.31% of 410,000 active; note: % of control where 0% means no effect; nearly all actives have a fitted effect of over 65% in size
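Each well held 1000 AREc32 cells, which were incubated with compound for 24 hr at 37 deg C after overnight attachment, and ARE reporter activity was quantified by firefly luciferase luminescence.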
HepG2 tox: counter-screen for TGF-b inhibitors: cytotoxicity in HepG2 cells | HepG2 CAGA-GFP viability, ATP luminescence, 18 h | Potency, µM (highest dose often 46.1 µM), inactives show at the highest dose activity change, negative = cytotoxicity, most hits filed as cytotoxic | 0.76% of 410,000 active; note: some results filed as inactive show a strong effect at the top dose
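CellTiter-Glo luminescence gave cytotoxicity after 18 hours at 37 degrees C. The cells were HepG2 CAGA-GFP in 1% FBS DMEM, stimulated with 500 pg/mL TGF-beta after compound addition. %Activity was normalised to no-cell wells (complete cell-killing) and DMSO (no toxicity), and curves were fitted and classified.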
Nrf2 inh: Nrf2 pathway inhibition; A549 ARE-Fluc reporter, luciferase luminescence, 18-24 h; Potency, µM (top dose mostly 46 µM), for inactives: at the highest dose activity change, negative = inhibition, usual class: inhibitors; 2.1% of 360,000 active; AID 504444; note: % is set by controls: 0 for no effect and ±100 for the full control effect; nearly all actives have a fitted effect of over 60% in size
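Two sequential reads on A549 ARE_Fluc cells exposed to compound for 18-24 h: a CellTiter-Fluor fluorescence read for viability, then a luciferase luminescence read for Nrf2/ARE activity.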
A549 viability: kills or reduces viability of A549 cells in Nrf2 counter-screen. AID 504648. A549 ARE-Fluc cells, CellTiter-Fluor viability, 18-24 h. 0.16% of 390,000 active. Potency, µM (top dose mostly 46 µM), for the others: top-dose activity change, negative = cytotoxicity, most hits filed as inhibitors; note: % is set by controls: 0 for no effect and ±100 for the full control effect
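A549 ARE_Fluc cells in 5% FBS OPTI-MEM were exposed to compounds in concentration-response for 18-24 h at 37 deg C. Viability was read by CellTiter-Fluor fluorescence (Ex 405/Em 525) after 30 min, before the luciferase read.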
Numbers without * were called inactive; i = inactive; ? = inconclusive; . = no result given; [ ] = another dose, or the depositor's remark. Calls come from the whole dose curve; as a rule, active = well fitted curve in the direction sought with a large enough effect; inconclusive = small, poorly fitted or top-dose-only effect, or another doubt; inactive = no such curve, though single readings can be large; an effect the other way counts as inactive or inconclusive. Potency is the fitted concentration of half-maximal effect. Some of the compounds tested; count on the stated rates, not on these rows.

| Compound | MCF10A rereplic | ATXN viability | TGFb inhibitor | EPAC2 antag | ATXN2 expr inh | Nrf2 ARE act | HepG2 tox | Nrf2 inh | A549 viability |
| --- | --- | --- | --- | --- | --- | --- | --- | --- | --- |
| CN(C)S(=O)(=O)c1ccc(Cl)c(NC(=O)CN2CCC(Cc3ccccc3)CC2)c1 | 19.6% | i | ? | -7.7% | -14.6% | 0.8% | -0.8% | -21.8% | -0.2% |
| NS(=O)(=O)c1ccc(Nc2ncccc2[N+](=O)[O-])cc1 | -0.8% | i | 19.0% | -1.8% | 9.0% | 4.3% | -23.2% | . | -17.0% |
| CC(OC(=O)CCN=C1NS(=O)(=O)c2ccccc21)C(=O)c1ccccc1 (centres undefined) | -6.4% | i | -13.9% | 3.0% | -8.8% | 0.3% | -9.8% | -3.6% | 7.7% |
| CCC(=O)Nc1cccc(NC(=O)c2ccc(C)c([N+](=O)[O-])c2)c1 | 21.5% | i | -12.8% | 5.0% | 8.0% | 2.2% | -1.3% | 0.1% | -2.7% |
| CCNC(=S)N(Cc1cc2cc(C)c(C)cc2[nH]c1=O)C1CCCC1 | -2.8% | i | -16.2% | -9.5% | -31.7% | -0.2% | -14.7% | 3.7% | -1.7% |
| O=C(NN=c1c(=O)c2ccccc2c1=O)c1ccccc1 | -2.8% | i | 11.2µM* | 8.6% | -15.0% | 25.0% | 15.8µM* | 0.8% | 12.5% |
| CC(=O)c1cnc2n(c1=O)CCS2 | -16.8% | i | 4.4% | 23.4% | 6.2% | 0.0%[9.22 µM] | 6.9% | -0.7% | 11.7% |
| CCN(CC)S(=O)(=O)c1ccc2c(c1)N(CC(=O)N1CCN(c3cccc(C)c3C)CC1)C(=O)CO2 | . | ? | ? | . | -35.9% | 3.9% | -9.0% | . | -19.7% |
| Cc1nn(-c2ccccc2)c2c1N(CCCC(=O)NC(C)c1ccccc1)C(=O)CS2 (centres undefined) | . | ? | ? | . | -24.0% | 0.2% | -16.0% | -37.2% | -2.0% |
| C#CCNC(=O)C1=C[C@H](c2ccc(C#C)cc2)C[C@H](OCc2ccc(CO)cc2)O1 | -3.1% | i | 2.1% | -21.3% | 4.8% | 4.8% | 4.1% | -29.4% | 1.9% |
| O=C(COc1ccccc1[N+](=O)[O-])c1ccccc1 | 23.2% | i | ? | 2.8% | -24.9%[11.3 µM] | ? | 2.8% | -5.6% | -8.4% |
| Cc1cc(=O)n2nc(N3CCCC3C(=O)Nc3cccc(Cl)c3C)sc2n1 (centres undefined) | -2.0% | i | -2.6% | 12.0% | -5.9% | -0.4% | -9.5% | 3.0% | -3.0% |
| COc1ccc(-c2noc(-c3ccc(N4CCOCC4)c([N+](=O)[O-])c3)n2)cc1OC | . | i | 1.6% | . | 9.6% | -0.9% | 1.9% | -6.1% | -3.7% |
| COc1ccc(S(=O)(=O)N2CCOCC2)cc1NC(=O)COc1ccccc1OC | ? | i | 17.2% | -11.7% | -19.3% | -0.9% | 4.4% | -4.6% | -1.5% |
| CCc1ccc(NC(=O)C(=O)c2cn(CC(=O)N3CCCCC3)c3ccccc23)cc1 | 5.6% | i | -12.1% | -10.8% | -6.8% | -0.7% | -14.2% | -9.4% | 6.2% |
| Cc1cc2c(c(=O)n1C1CC1)C(c1cccc(Cl)c1)C(C#N)=C(N)O2 (centres undefined) | 3.3% | i | 1.6% | -3.3% | -2.2% | -0.4% | 2.3% | -7.9% | -4.1% |
| CN(C)S(=O)(=O)c1ccc(Cl)c(NC(=O)COC(=O)[C@@H]2CCCN2C(=O)c2cccs2)c1 | 6.3% | i | -11.2% | 4.0% | . | -0.7% | 5.3% | -5.9% | -7.1% |
| CCc1ccc(NC(=O)CSC2=Nc3ccccc3C3=NC(CCC(=O)NCc4ccccc4)C(=O)N23)cc1 (centres undefined) | . | i | -7.2% | . | 2.1% | 6.1% | -11.7% | . | -1.7% |
| CCOC(=O)c1cc2cc(CC(=O)c3ccc(OCC)cc3O)ccc2o1 | 15.6% | i | -13.9% | 5.3% | -13.9% | 0.4% | -9.3% | 0.7% | 1.1% |
| Cn1c(=O)c(=O)n(C)c2cc(N3CCCC3)c(NC(=O)c3ccccc3Cl)cc21 | . | i | -7.4% | . | 0.1% | -0.9% | -5.2% | 19.8% | -4.9% |

Some entries already given with just MCF10A rereplic and TGFb inhibitor:
| Structure | MCF10A rereplic | TGFb inhibitor |
| --- | --- | --- |
| CCc1ccc(NC(=O)C(=O)c2cn(CC(=O)N3CCCCC3)c3ccccc23)cc1 | 5.6% | -12.1% |
| Cc1cc2c(c(=O)n1C1CC1)C(c1cccc(Cl)c1)C(C#N)=C(N)O2 (centres undefined) | 3.3% | 1.6% |
| CN(C)S(=O)(=O)c1ccc(Cl)c(NC(=O)COC(=O)[C@@H]2CCCN2C(=O)c2cccs2)c1 | 6.3% | -11.2% |
| CCc1ccc(NC(=O)CSC2=Nc3ccccc3C3=NC(CCC(=O)NCc4ccccc4)C(=O)N23)cc1 (centres undefined) | . | -7.2% |
| CCOC(=O)c1cc2cc(CC(=O)c3ccc(OCC)cc3O)ccc2o1 | 15.6% | -13.9% |

Part of the list above in order of length of the SMILES, ascending:
| Compound | MCF10A rereplic | ATXN viability | TGFb inhibitor | EPAC2 antag | ATXN2 expr inh | Nrf2 ARE act | HepG2 tox | Nrf2 inh | A549 viability |
| --- | --- | --- | --- | --- | --- | --- | --- | --- | --- |
| O=C(NN=c1c(=O)c2ccccc2c1=O)c1ccccc1 | -2.8% | i | 11.2µM* | 8.6% | -15.0% | 25.0% | 15.8µM* | 0.8% | 12.5% |
| CCNC(=S)N(Cc1cc2cc(C)c(C)cc2[nH]c1=O)C1CCCC1 | -2.8% | i | -16.2% | -9.5% | -31.7% | -0.2% | -14.7% | 3.7% | -1.7% |
| COc1ccc(S(=O)(=O)N2CCOCC2)cc1NC(=O)COc1ccccc1OC | ? | i | 17.2% | -11.7% | -19.3% | -0.9% | 4.4% | -4.6% | -1.5% |

Continued:
| Compound | MCF10A rereplic | ATXN viability | TGFb inhibitor | EPAC2 antag | ATXN2 expr inh | Nrf2 ARE act | HepG2 tox | Nrf2 inh | A549 viability |
| --- | --- | --- | --- | --- | --- | --- | --- | --- | --- |
| Cc1ccc(NC(=O)c2sc(Cl)nc2C)c(C)c1 | -2.3% | i | 2.8% | -1.5% | -0.8% | 7.0% | 44.3% | -5.6% | -9.2% |
| CC(=O)Nc1nonc1-c1nc2ccccc2n1Cc1ccccn1 | -2.5%[9.22 µM] | i | 0.0% | 7.1% | 1.8% | 0.2% | -32.4% | -10.6% | -2.0% |
| CCOC(=O)C1CCN(C(=O)CSc2nccc(C)n2)CC1 | 0.9% | i | -1.2% | 5.0% | 1.8% | -0.2% | -13.9% | ? | 0.4% |
| COc1ccc(-c2cc(=O)oc3cc(OCC(=O)Nc4ccccn4)ccc23)cc1 | ? | ? | 20.9% | -0.9% | -4.4% | 0.6% | 0.6% | 5.9% | -0.7% |
| O=C(CCl)N1N=C(c2ccco2)CC1c1cccs1 (centres undefined) | 20.6µM* | . | ? | -10.9% | ? | 0.1% | -86.4% | ? | ? |
| Cc1ccc2nc(SCC(=O)NCc3cccs3)[nH]c2c1 | -1.2% | i | -19.0% | -11.4% | 39.2%[activator][11.3 µM] | -0.1% | -8.9% | 10.4% | 0.8% |
| COC(=O)CSc1nnc(-c2cccnc2)n1-c1cc(OC)cc(OC)c1 | 5.6% | i | 3.9% | 3.9% | 5.2% | 0.3% | 7.3% | 11.9% | 3.2% |
| O=C(CN1C(=O)NC2(CCCC2)C1=O)OCCOc1ccc(F)cc1 | ? | i | -2.3% | 0.6% | -1.1% | -0.7% | -18.1% | 3.3% | 7.2% |
| CC(=O)NS(=O)(=O)c1ccc(NC(=O)c2cc(-c3ccc(C)cc3)nc3ccccc23)cc1 | 1.5% | i | -2.9% | -1.6% | 13.2% | -0.1% | 1.0% | 16.1% | 1.8% |
| Cn1c(CNC(=O)c2ccc(Cl)cc2)nnc1SCC(=O)NC1=NCCS1 | 1.6% | i | ? | 0.8% | -7.7% | 0.1% | -4.4% | 0.0% | 3.1% |
| O/N=C1/C2C3C(Br)C4C5CC(C1C53)C24 (centres undefined) | -0.6% | i | -0.8% | 16.1% | 1.9% | -1.0% | -4.0% | -5.7% | 2.1% |
| O=C(CSc1nccn1-c1ccc(Cl)cc1)Nc1ccc2c(c1)OCO2 | -1.5% | i | -3.2% | -3.2% | -17.2% | 3.0% | -9.5% | -26.4% | 5.5% |
| CN1C(=O)/C(=C/c2ccc(OCc3ccc(F)cc3)cc2)NC1=S | ? | i | 7.5% | -5.4% | 11.3% | -0.8% | -6.6% | -14.2% | -3.4% |
| O=C(NCCCO)c1nnc(Cc2c(F)cccc2Cl)o1 | ? | i | -8.6% | -17.1% | -1.9% | -0.3% | -10.3% | . | -0.8% |
| COc1ccc(N2CC(NC(=O)c3cccs3)CC2=O)cc1 (centres undefined) | . | . | 0.0% | . | . | -0.7% | -22.2% | . | -0.2% |
| CCCCN(CCCC)S(=O)(=O)c1ccc(NC(=O)c2cccs2)cc1 | ? | i | ? | ? | -20.1% | 3.9% | -15.0% | 18.4µM* | ? |
| CCOc1ccc2nc(NCCNC(=O)C(C)C)c(C)cc2c1 | -6.1% | i | -5.8% | -4.4% | 7.7% | 1.6% | -6.5% | 4.3% | 0.5% |
| Cn1c(SCC(=O)c2ccc(F)cc2)nnc1-c1cccnc1 | -8.0% | i | -2.2% | 2.4% | . | 4.0% | -30.4% | 1.9% | 0.0% |
| CC(=O)N1N=C(c2ccncc2)OC12CCCCCC2 | -3.3% | i | -1.2% | 6.2% | -4.2% | 0.1% | -13.4% | -11.9% | -4.8% |
| Cn1nccc1C(=O)Nc1ccc(Cl)cc1 | ? | i | 19.9% | 10.6% | 7.4% | 2.3% | 8.5% | 18.2% | 12.2% |
| O=C(O)CCc1nn2c3ccccc3n(Cc3ccccc3F)c2nc1=O | -1.0%[9.22 µM] | i | 0.9% | -2.0% | -25.0% | 0.2% | -9.5% | 8.1% | -6.9% |
| O=C(c1cc2cc([N+](=O)[O-])ccc2oc1=O)N1CCN(c2ncccn2)CC1 | 5.0% | i | 0.1% | 9.1% | -6.1% | 0.4% | -1.0% | -4.7% | -23.2% |
| CC(Oc1ccc(F)cc1F)C(=O)/C=C/N(C)C (centres undefined) | -5.3% | i | ? | 6.5% | 0.6% | 0.3% | 0.0% | 3.6% | 1.1% |
